GASC1 inh – KDM4C (human) demethylase inhibition | GST-KDM4C 2-372, H3K9me3 peptide, LANCE TR-FRET | inhibition, % at 12.5 µM | 96,000 tested, 0.15% active;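 active = mean replicate inhibition above about 25%, with at least 55% of replicates also reaching it, limit read from the data, passing the limit was not always enough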
Target sequence (Q9H3R0 2-372 limits assumed): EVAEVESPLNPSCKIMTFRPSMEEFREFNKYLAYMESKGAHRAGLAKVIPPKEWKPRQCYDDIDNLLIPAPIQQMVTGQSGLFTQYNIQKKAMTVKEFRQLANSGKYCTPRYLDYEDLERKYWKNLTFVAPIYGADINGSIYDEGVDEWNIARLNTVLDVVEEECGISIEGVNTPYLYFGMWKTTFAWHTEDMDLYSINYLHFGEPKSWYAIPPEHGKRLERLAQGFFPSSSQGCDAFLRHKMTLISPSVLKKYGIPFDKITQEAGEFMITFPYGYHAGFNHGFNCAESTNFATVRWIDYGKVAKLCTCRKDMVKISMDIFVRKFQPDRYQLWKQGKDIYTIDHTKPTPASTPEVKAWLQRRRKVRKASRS
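Material: GST-tagged GASC-1 (JMJD2C) catalytic fragment, aa 2-372. Input: enzyme final amount 10 nM. Medium: HEPES buffer, pH 7.5, plus ascorbate. Reagent: H3K9me3 peptide substrate, Fe(II), 2-oxoglutarate. Doses: single dose. Times: reaction 30 min RT, detection step 1 h RT. Measured by: LANCE TR-FRET. Evaluation: Fall in 671/618 emission ratio as inhibition.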
Pf Dd2 growth – inhibitors of Plasmodium falciparum Dd2 growth. P. falciparum Dd2 growth, SYBR Green, 72 h; hits give low values. activity change, % at 10 µM. 94,000 tested, 2.3% active. AID 1159554; in the data active = activity change below about -80%
C diff growth – blocks growth of Clostridium difficile. 86,000 tested, 0.25% active. growth activity, negative = inhibition, % at 16 µg/mL (by protocol). Clostridium difficile clinical isolate growth, OD600, 24 h; hits give low values;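 active = mean growth activity at or below -80% and every replicate also at or below -80%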;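 note: 0% = DMSO wells and -100% = levofloxacin 16 µg/mL wells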
T cruzi growth – T. cruzi proliferation inhibition | T. cruzi beta-gal in NIH3T3, GalScreen luminescence, 90 h | inhibition, % at 8.34 µM | 77,000 tested, 5.9% active;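 active = mean inhibition above about 93%, with at least 55% of replicates each passing it, limit read from the data, passing the limit was not always enough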
* hit, by the source's call; x = no result given; & = joins results of further samples.

SMILES	GASC1 inh	Pf Dd2 growth	C diff growth	T cruzi growth
COc1ccc2c3c([nH]c2c1)[C@@H](CO)N(C(C)=O)CC31CCN(C(=O)Nc2ccccc2F)CC1	0.2	-55	2	x
CC(C)NC(=O)Nc1cccc2c1O[C@H](CN(C)S(=O)(=O)c1cn(C)cn1)[C@@H](C)CN([C@@H](C)CO)C2=O	-1.5	15	-6	-50
Cc1ccc(S(=O)(=O)Nc2ccc3c(c2)CC(=O)N([C@H](C)CO)C[C@@H](C)[C@H](CN(C)S(=O)(=O)c2ccc(C)cc2)O3)cc1	-1.0	-14	-10	0
C[C@@H]1CN([C@@H](C)CO)C(=O)c2cc(NC(=O)CCC(F)(F)F)ccc2O[C@@H](C)CCCCO[C@@H]1CN(C)C(=O)Nc1ccc(C(F)(F)F)cc1	1.0	-65	8	95
C[C@H](CO)N1C[C@H](C)[C@@H](CN(C)S(=O)(=O)c2ccc(Cl)cc2)Oc2c(NC(=O)Nc3ccc(F)cc3)cccc2C1=O	-0.9	4	-11	x
C[C@@H]1CN([C@H](C)CO)C(=O)CCCn2cc(nn2)CO[C@H]1CN(C)S(=O)(=O)c1ccc(-c2ccccc2)cc1	x	-16	-4	0
Cc1noc(C)c1S(=O)(=O)Nc1ccc2c(c1)CC(=O)N([C@@H](C)CO)C[C@H](C)[C@@H](CN(C)CC1CCCCC1)O2	-0.3	-10	-5	25
O=C(C[C@H]1CC[C@H]2[C@@H](COC[C@H](O)CN2Cc2ccncc2)O1)NCC1CC1	3.7	5	3	8
C[C@H]1CCCCO[C@H](CN(C)C(=O)CCCN(C)C)[C@@H](C)CN([C@@H](C)CO)C(=O)c2cc(NC(=O)c3ccncc3)ccc2O1	3.1	9	-1	47
C[C@@H]1CN([C@H](C)CO)C(=O)c2cc(C3=CCCCC3)cnc2O[C@H]1CN(C)C(=O)c1cccc(F)c1	6.2	10	1	41
O=C(C1CCCC1)N1CC(=O)N2[C@H](C1)[C@H](c1ccc(C#CCc3ccccc3)cc1)[C@@H]2CO	x	-32	-4	x
O=C(CN1CCOCC1)NCC[C@H]1CC[C@@H](NC(=O)Nc2ccccc2)[C@@H](CO)O1	-1.1	7	-1	27
CCC(=O)N(C)C[C@@H]1[C@H](c2ccc(-c3ccccc3F)cc2)[C@H](CO)N1C(C)=O	-0.6	6	-8	2
C[C@H]1CN([C@@H](C)CO)C(=O)c2cc(NS(=O)(=O)c3ccc(Cl)cc3)ccc2O[C@H]1CN(C)CC1CCCCC1	-0.9	0	11	16
C[C@H]1CN([C@@H](C)CO)C(=O)c2cc(NS(=O)(=O)c3ccc(F)cc3)ccc2O[C@@H]1CN(C)S(=O)(=O)c1cn(C)cn1	-0.2	1	2	12
C[C@H]1CN([C@@H](C)CO)C(=O)c2cccc(NC(=O)Nc3ccc(F)cc3)c2O[C@@H]1CN(C)S(=O)(=O)c1ccc(Cl)cc1	1.0	-7	-2	x
O=C(C[C@@H]1C[C@@H]2c3cc(NC(=O)c4ccc5c(c4)OCO5)ccc3O[C@@H]2[C@H](CO)O1)NCCc1ccccc1	0.5	-3	x	2
CO[C@@H]1CN(C)C(=O)c2ccc(NC(=O)c3cc(C)on3)cc2OC[C@@H](C)N(S(=O)(=O)c2ccccc2)C[C@H]1C	0.6	x	3	-24
COc1ccccc1CN(C)C[C@H]1OCc2ccccc2-c2c(n(C)c3ccccc23)C(=O)N([C@H](C)CO)C[C@H]1C	-1.6	-60	11	x
O=C(NCC[C@@H]1CC[C@@H](NS(=O)(=O)c2ccc(F)cc2)[C@@H](CO)O1)c1ccc2c(c1)OCO2	-2.7	0	5	-1
O=C(NC1CCC1)[C@H]1[C@H](CO)[C@H]2Cn3c(ccc(-c4ccncc4)c3=O)[C@@H]1N2Cc1cocn1	2.0	9	-3	1
CC(C)CC#Cc1cnc2c(c1)C(=O)N([C@H](C)CO)C[C@H](C)[C@@H](CN(C)CC1CCOCC1)O2	3.1	5	5	35
CC(C)NC(=O)Nc1ccc2c(c1)CC(=O)N([C@H](C)CO)C[C@H](C)[C@H](CN(C)Cc1ccc(-c3ccccc3)cc1)O2	0.8	-15	35	76
CCCNC(=O)N(C)C[C@H]1Oc2ncc(C#CC3CCCCC3)cc2C(=O)N([C@H](C)CO)C[C@@H]1C	3.3	-42	-8	52
Cc1noc(C)c1NC(=O)Nc1ccc2c(c1)C(=O)N([C@@H](C)CO)C[C@@H](C)[C@H](CN(C)Cc1ccncc1)O2	-2.4	6	-1	x

Carrying on:
SMILES	GASC1 inh	Pf Dd2 growth	C diff growth	T cruzi growth
CC(C)C#Cc1ccc2c(c1)O[C@@H](CN(C)C(=O)c1cccc(F)c1)[C@H](C)CN([C@@H](C)CO)S2(=O)=O	-1.2	-64	13	107*
CNC[C@H]1Oc2c(NC(=O)Nc3ccc4c(c3)OCO4)cccc2C(=O)N([C@H](C)CO)C[C@@H]1C	12	21	-3	72
COc1cccc(-c2ccc([C@@H]3[C@@H](CO)N4CCCCN(Cc5cncnc5)C[C@@H]34)cc2)c1	-1.2	15	1	26
Cc1ccc(-c2cnc3c(c2)C(=O)N([C@H](C)CO)C[C@H](C)[C@@H](CN(C)C)O3)cc1	0.2	36	3	10
Cc1ccc(S(=O)(=O)Nc2ccc3c(c2)C(=O)N([C@@H](C)CO)C[C@@H](C)[C@@H](CN(C)C(=O)Nc2ccccc2)O3)cc1	-0.8	-7	-3	9
CCC(=O)N(C)C[C@H]1Oc2ncc(C#Cc3ccccc3OC)cc2C(=O)N([C@@H](C)CO)C[C@@H]1C	-1.2	-12	-3	70
C[C@@H](NC(=O)N(C)C[C@@H]1OCc2ccccc2-c2ccccc2C(=O)N([C@@H](C)CO)C[C@@H]1C)c1ccccc1	1.1	-1	-6	-21
O=C([C@H]1[C@H](CO)[C@H]2Cn3c(ccc(-c4ccccc4F)c3=O)[C@H]2N1CC1CC1)N1CCCCC1	6.1	x	5	78
C[C@H](CO)N1C[C@H](C)[C@H](CN(C)C(=O)Nc2ccccc2)Oc2ccc(NC(=O)CCN3CCOCC3)cc2CC1=O	2.8	22	-2	15
CC(C)CC#Cc1ccc2c(c1)O[C@H](CN(C)Cc1cccnc1)[C@H](C)CN([C@@H](C)CO)S2(=O)=O	1.8	x	-2	103*
CN1CCN(C(=O)C[C@@H]2CC[C@H]3[C@@H](COC[C@@H](O)CN3C(=O)Cc3ccccc3)O2)CC1	1.4	14	7&-6	-15
O=C(NCC[C@H]1CC[C@@H](NC(=O)C2CCOCC2)[C@H](CO)O1)Nc1ccc(Cl)cc1	-0.6	7	0	-15
Cc1ccc(S(=O)(=O)N(C)C[C@@H]2Oc3ccc(NS(=O)(=O)c4ccc(Cl)cc4)cc3C(=O)N([C@@H](C)CO)C[C@@H]2C)cc1	-1.7	1	-7	16
C[C@@H]1CN([C@@H](C)CO)C(=O)c2cc(NC(=O)C3CC3)ccc2O[C@@H]1CN(C)C(=O)Nc1ccccc1	-0.4	0	-2	-6
C[C@@H]1CN([C@H](C)CO)C(=O)c2cc(NS(=O)(=O)c3cccs3)ccc2O[C@H]1CN(C)Cc1ccncc1	0.6	4	-6	-90
C[C@@H]1CN([C@@H](C)CO)C(=O)c2cc(NS(C)(=O)=O)ccc2O[C@@H]1CN(C)C(=O)Nc1ccc(F)cc1	-0.1	4	-1	-9
CCCNC(=O)C[C@H]1CC[C@@H]2[C@H](COc3ccc(NC(=O)Nc4ccccc4)cc3C(=O)N2C)O1	-1.5	-6	1	67
O=C(Nc1cccc(Cl)c1)N1C[C@H]2[C@@H](c3ccccc31)[C@H](CO)N2Cc1cccnc1	0.3	-7	3	34
C[C@@H]1CN([C@H](C)CO)C(=O)Cc2cc(NC(=O)Nc3ccc(F)cc3)ccc2O[C@H]1CN(C)CC1CCCCC1	0.1	18	-7	84
COc1ccccc1-c1ccc2n(c1=O)C[C@@H]1[C@@H](CO)[C@H](C(=O)N(C)C)[C@H]2N1C(=O)c1cccnc1	-0.9	6	-3	1
COc1cccc(-c2ccc3c(c2)O[C@@H](CN(C)C(=O)C2CCCCC2)[C@@H](C)CN([C@H](C)CO)S3(=O)=O)c1	-2.1	-59	5	92*
O=S(=O)(c1ccccc1)N1CCCCN2[C@@H](CO)[C@H](c3ccc(-c4cncnc4)cc3)[C@@H]2C1	-0.4	20	1	21
C[C@@H]1CN([C@H](C)CO)C(=O)Cc2cc(NS(=O)(=O)c3ccccc3)ccc2O[C@@H]1CN(C)S(=O)(=O)c1ccc(F)cc1	0.2	-5	1	41
CC(=O)N(C)C[C@@H]1Oc2cc(C#Cc3cccnc3)ccc2S(=O)(=O)N([C@H](C)CO)C[C@@H]1C	-2.4	14	-1	20
C[C@@H]1CN([C@H](C)CO)C(=O)c2cccc(N(C)C)c2O[C@H]1CN(C)Cc1ccc(C(=O)O)cc1	-0.5	28	-2	13

Overlap with the part before: 7 entries, then new ones.
SMILES	GASC1 inh	Pf Dd2 growth	C diff growth	T cruzi growth
C[C@@H]1CN([C@H](C)CO)C(=O)Cc2cc(NC(=O)Nc3ccc(F)cc3)ccc2O[C@H]1CN(C)CC1CCCCC1	0.1	18	-7	84
COc1ccccc1-c1ccc2n(c1=O)C[C@@H]1[C@@H](CO)[C@H](C(=O)N(C)C)[C@H]2N1C(=O)c1cccnc1	-0.9	6	-3	1
COc1cccc(-c2ccc3c(c2)O[C@@H](CN(C)C(=O)C2CCCCC2)[C@@H](C)CN([C@H](C)CO)S3(=O)=O)c1	-2.1	-59	5	92*
O=S(=O)(c1ccccc1)N1CCCCN2[C@@H](CO)[C@H](c3ccc(-c4cncnc4)cc3)[C@@H]2C1	-0.4	20	1	21
C[C@@H]1CN([C@H](C)CO)C(=O)Cc2cc(NS(=O)(=O)c3ccccc3)ccc2O[C@@H]1CN(C)S(=O)(=O)c1ccc(F)cc1	0.2	-5	1	41
CC(=O)N(C)C[C@@H]1Oc2cc(C#Cc3cccnc3)ccc2S(=O)(=O)N([C@H](C)CO)C[C@@H]1C	-2.4	14	-1	20
C[C@@H]1CN([C@H](C)CO)C(=O)c2cccc(N(C)C)c2O[C@H]1CN(C)Cc1ccc(C(=O)O)cc1	-0.5	28	-2	13
CCCNC(=O)[C@H]1[C@H](CO)[C@H]2Cn3c(ccc(-c4cccc(F)c4)c3=O)[C@H]2N1C(C)=O	6.1	18	-4	-8
COc1ccc(S(=O)(=O)N(C)C[C@@H]2Oc3ccc(NC(=O)CCCCCC(=O)Nc4ccccc4N)cc3CC(=O)N([C@@H](C)CO)C[C@H]2C)cc1	-0.5	-54	-8	28
C[C@@H]1CCCCO[C@H](CN(C)Cc2ccccc2)[C@H](C)CN([C@@H](C)CO)C(=O)c2cc(NS(C)(=O)=O)ccc2O1	0.2	-31	2	56
O=C(C[C@H]1C[C@@H]2c3cc(NC(=O)c4cccnc4)ccc3O[C@@H]2[C@@H](CO)O1)NCc1ccc(Oc2ccccc2)cc1	1.7	-77	-8	x
CC(C)NC(=O)N(C)C[C@H]1Oc2ncc(C#CC3CC3)cc2C(=O)N([C@H](C)CO)C[C@H]1C	0.6	-27	-2	x
O=C(C1CCOCC1)N1CC(=O)N2[C@H](CO)[C@H](c3ccc(C#CCc4ccccc4)cc3)[C@@H]2C1	-0.5	-3	2	x
COc1ccc(NC(=O)Nc2ccc3c(c2)C(=O)N([C@H](C)CO)C[C@@H](C)[C@H](CN(C)Cc2ccc(C(F)(F)F)cc2)OCCCC[C@@H](C)O3)cc1	-1.0	-20	-1	71
C[C@@H]1CN([C@@H](C)CO)S(=O)(=O)c2ccc(C#Cc3ccccc3)cc2O[C@@H]1CN(C)C(=O)C1CC1	-2.2	-83*	-4	56
Cc1noc(C)c1NC(=O)N(C)C[C@H]1Oc2ncc(/C=C/c3ccccc3)cc2C(=O)N([C@@H](C)CO)C[C@@H]1C	6.5	20	-6	x
COc1ccc(NC(=O)N(C)C[C@H]2OCCCC[C@H](C)Oc3ccc(NC(=O)c4ccccc4)cc3C(=O)N([C@@H](C)CO)C[C@@H]2C)cc1	-2.2	-70	-2	27
C[C@@H]1CN([C@@H](C)CO)C(=O)Cc2cc(NS(=O)(=O)c3cn(C)cn3)ccc2O[C@@H]1CN(C)C(=O)Nc1ccc2c(c1)OCO2	0.2	-17	-5	16
CO[C@H]1CN(C)C(=O)c2cc(NC(=O)Nc3ccc(Cl)cc3)ccc2OC[C@H](C)N(C(=O)Nc2c(C)noc2C)C[C@@H]1C	-1.0	-49	-5	-21
CC=Cc1ccc2n(c1=O)C[C@H]1[C@H](CO)[C@@H](C(=O)NCC3CC3)[C@@H]2N1CCC(F)(F)F (mixture of isomers)	-1.1	4	-2	30
C[C@@H]1CCCCO[C@@H](CN(C)Cc2ccccc2)[C@H](C)CN([C@H](C)CO)C(=O)c2cc(N(C)C)ccc2O1	0.6	-34	0	12
CCCNC(=O)Nc1ccc2c(c1)C(=O)N(C)C[C@H](OC)[C@H](C)CN(C(C)=O)[C@H](C)CO2	3.0	4	x	32
O=C(C[C@H]1C[C@@H]2c3cc(NS(=O)(=O)c4ccc(F)cc4)ccc3O[C@@H]2[C@@H](CO)O1)NCc1ccncc1	0.5	-6	0	-24
